Screening results deposited in PubChem by several laboratories.
SDO1 yeast rescue = restores growth of sdo1-depleted yeast; 140,000 compounds, 0.21% hits; S. cerevisiae sdo1-depleted JHY4D growth rescue, OD600 30 h; active compounds read high; pdr5 snq2 efflux-pump mutant strain; z-score at 10 µM;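 active = z-score above 3 at both the 24 hr and the 30 hr optical density reads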;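 also: z-score against mean and SD of all compound wells on the same plate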
INS promoter inh = TRM-6 insulin promoter activity inhibition; TRM-6 cells (human fetal islet line), insulin promoter-eGFP reporter, imaging; reporter expression induced with tamoxifen; inhibition, % at 2 µM; 130,000 compounds, 0.9% hits;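 active = inhibition above the mean plus 3 SD, with well images judged a real hit on visual review, cut at about 60% in these data, passing the limit was not always enough; inconclusive = inhibition over the cutoff but images rejected on review; inactive = inhibition not above the cutoff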
SDO1 yeast rescue Rescue 24 h = also measured in SDO1 yeast rescue; calls as there; z-score; S. cerevisiae sdo1-depleted JHY4D growth rescue, OD600; measured here: growth rescue at 24 h;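 0 is the plate mean of compound wells and units are plate SD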
Numbers without * were called inactive; ? = inconclusive; / = no result given; [ ] = another dose, or the depositor's remark. Not a hit list. About 0.94% of those tested had a hit in this group.

SDO1 yeast rescue,SDO1 yeast rescue Rescue 24 h,INS promoter inh,structure
-0.68,-1.03,-11.8,COc1ccccc1-n1c(SCC(=O)N2CCCCC2)nc2cccnc21
0.57,0.9,9.1,COc1cccc(C2CC(C(F)(F)F)n3ncc(C(=O)NCC4CCCO4)c3N2)c1 (stereo not given)
-0.91,-0.16,16.7,O=C1c2ccccc2NC(c2cn[nH]c2-c2ccc(Cl)cc2)N1O (stereo not given)
-0.19,0.21,-2.7,Cc1ccc(/C=C(\C#N)C(=O)Nc2cccc3ncccc23)o1
0.25,-0.18,-70.3,O=C(COc1ccc2ccccc2c1)NN1C(=O)c2ccccc2C1=O
-0.36,-0.31,/,Cc1ccc(OCc2ccc(C(=O)Nc3nccs3)o2)cc1
2.03,3.3,-47.2,Cn1nnnc1SCC(=O)NC1CCCCC1
-0.35,-0.85,6.5,CN(C)CCCSc1nc(-c2ccccc2)nc2c1CCC2
-0.34,-1.13,/,COc1cccc(C2C(C(=O)Nc3ccc(C)cc3C)=C(C)Nc3ncnn32)c1OC (stereo not given)
/,/,-50.0,COc1ccc(C2(C)NC(=O)N(CC(=O)Nc3ccc(S(=O)(=O)N4CCCC4)cc3)C2=O)cc1 (stereo not given)
/,/,-115.4,CCc1nnc(NC(=O)CSc2ccc(-c3ccco3)nn2)s1
-0.61,-1.31,-71.4,CC(C)C(OC(=O)c1cccs1)C(=O)NCc1cccs1 (stereo not given)
-0.19,-0.46,-14.7,CC(O)C(NS(=O)(=O)c1ccc(Cl)cc1)C(=O)OCc1nnc(-c2ccccc2)o1 (stereo not given)
-0.31,0.72,-59.0,COC(=O)c1ccccc1NC(=O)c1ccc(Cn2cc(Cl)cn2)o1
-0.41,-0.54,48.6,CC1CCN(C(=O)c2ccc(S(=O)(=O)Cc3cc(F)ccc3F)c([N+](=O)[O-])c2)CC1
1.18,0.51,-31.8,C[C@@H]1NC(=O)c2cc([N+](=O)[O-])cc(I)c2OCC[C@@H](C(N)=O)NC(=O)[C@H](CCCCN)NC1=O
2.44,1.37,48.4,CCS(=O)(=O)N1Cc2ccccc2CC1C(=O)Nc1ccc(NC(C)=O)cc1 (stereo not given)
-0.87,-0.98,-6.2,CCc1ccc(NC(=O)CSc2nnc(-c3cnccn3)n2Cc2ccco2)cc1
/,/,11.8,COc1ccc2oc(C(=O)OCC(=O)/C(C#N)=C(\C)N)c(C)c2c1
-0.42,-1.09,-14.3,O=C(CN(c1ccc2c(c1)OCCO2)S(=O)(=O)c1ccccc1)NCc1ccc(Cl)cc1

Full records as entered above. Order of values: SDO1 yeast rescue, SDO1 yeast rescue Rescue 24 h, INS promoter inh
`COC(=O)c1ccccc1NC(=O)c1ccc(Cn2cc(Cl)cn2)o1` across the screens: -0.31, 0.72, -59.0
`O=C(CN(c1ccc2c(c1)OCCO2)S(=O)(=O)c1ccccc1)NCc1ccc(Cl)cc1` across the screens: -0.42, -1.09, -14.3

New compounds follow
SDO1 yeast rescue,SDO1 yeast rescue Rescue 24 h,INS promoter inh,structure
1.35,1.02,50.0,CN(C)C(=O)NCc1ccc(S(N)(=O)=O)cc1
-0.57,0.31,-7.1,O=C(Nc1cccc(-c2cnc3ccccc3n2)c1)c1cccc(NC(=O)c2ccco2)c1
0.34,0.29,/,Cn1cnc2c1c(=O)n(Cc1ccc(F)cc1Cl)c(=O)n2C
-1.12,-0.3,/,COc1ccc(NC(=O)c2cc(-c3ccccc3OC)on2)cc1
0.74,0.73,/,c1cn(CCCNc2ncnc3nc[nH]c23)cn1
1.67,0.61,53.3,CSc1ccccc1NC(=O)c1ccncc1
-0.75,-0.07,/,COCCNC(=O)C(C#N)c1nc2ccccc2nc1N1CCCCCC1 (stereo not given)
-0.2,-0.45,-56.2,O=C(Cn1c(NCCO)nc2ccccc21)c1ccccc1
0.08,-0.28,5.7,COC(=O)CC1=C(C(=O)OC)C(c2ccc3c(c2Cl)OCO3)C(C#N)=C(N)O1 (stereo not given)
0.26,-0.04,/,O=C(/C=C/c1ccc2c(c1)OCO2)c1ccc[nH]1
1.06,0.53,9.4,O=C(CNC(=S)N(CCCN1CCOCC1)Cc1cccs1)NC1CC1
-1.84,-1.87,?,c1ccc(-n2nnnc2-c2cnc(-c3ccncc3)nc2-c2cccs2)cc1
/,/,7.7,CC(=O)NC1C(Oc2ccc3c(C)cc(=O)oc3c2)OC(COC(C)=O)C(OC(C)=O)C1OC(C)=O (stereo not given)
0.83,0.85,-16.2,CCc1ccc(C=NC23CN4CN(CN(C4)C2)C3)s1
-0.81,-1.14,-37.2,Cc1cc(Cl)c(OCCOCCN2CCCCC2)c(Br)c1
0.41,0.34,28.6,O=C(O)COc1c(-c2ccccc2)oc2ccccc2c1=O
0.3,0.42,-9.1,COc1ccc(C(=O)Nc2cc(C(=O)c3ccccc3)c(C)oc2=O)cc1
/,/,-42.9,O=C(NCC(=O)N1CC(O)CC1C(=O)N1CC(O)CC1C(=O)OCc1ccccc1)OCc1ccccc1 (stereo not given)
-1.56,-0.52,50.0,O=C(Nc1cc(C(F)(F)F)ccc1Cl)c1ccc(NC(=O)C(F)(F)F)cc1
-0.42,0.04,-31.6,COC(=O)c1ccccc1NC(=O)N1CCN(S(=O)(=O)c2ccc(Cl)cc2)CC1
-2.13,-1.96,/,COc1ccc(CNc2nc3c(c(=O)n(Cc4ccc(F)cc4)c(=O)n3C)n2C)cc1
-0.54,-0.36,37.5,O=c1cc(CN2CCN(c3ccccc3F)CC2)c2cc3c(cc2o1)CCCC3
/,/,-62.5,CC(C)C(=O)Nc1ccc2c(c1)C(=O)NC2=O
/,/,24.3,COc1ccc(C(=O)COC(=O)CCN2C(=O)C3C4CCC(C4)C3C2=O)cc1 (stereo not given)
1.47,1.33,-4.8,Cc1ccc(/C=N/NC(=O)c2ccoc2C)o1
/,/,16.7,Cc1ccc(C)c(/C=N/n2cc(-c3ccccc3)[nH]c2=S)c1
0.87,0.53,6.1,CC(C)C(NS(=O)(=O)c1cccs1)C(=O)NCCN1CCN(c2ccccc2)CC1 (stereo not given)
-0.24,-0.01,/,COc1ccc2cc(CN(CCc3ccccc3)Cc3nnnn3Cc3ccco3)c(=O)[nH]c2c1
1.65,1.47,47.5,COc1ccc(C2C(C(=O)N3CCOCC3)CCC(=O)N2c2cc(OC)c(OC)c(OC)c2)cc1 (stereo not given)
1.52,2.03,/,Cc1ccc(NC(=O)/C(=C\c2ccc3c(c2)OCO3)NC(=O)c2ccco2)cc1
-0.47,-0.62,-125.0,O=C1C(Cl)=C(N2CCCCC2)C(=O)N1c1ccccc1
-1.26,-0.52,59.4,COc1cccc(-c2nn(C)c3sc(C(=O)NCc4ccccn4)cc23)c1
/,/,16.7,CC(Oc1ccccc1)C(=O)OCC(=O)N1CC(=O)Nc2ccccc21 (stereo not given)
-0.68,0.36,28.6,CCCCCCn1c(SCC(C)C)nc2c1c(=O)[nH]c(=O)n2C
-1.17,-0.95,12.9,CCc1ccc2[nH]c(=O)c(CN(Cc3ccccc3OC)Cc3nnnn3Cc3ccco3)cc2c1
0.36,-0.02,6.2,O=C(CN1C2=NCCN2c2ccccc21)c1cccs1
0.21,0.05,/,Cc1cc(C)cc(NC(=O)CSc2nnc(Cn3c(=O)sc4ccccc43)n2C)c1
-1.03,0.46,5.9,CN(C)S(=O)(=O)c1ccc(Cl)c(NC(=O)CSc2nc3c(cc2C#N)C(=O)CC(C)(C)C3)c1
/,/,-128.6,Cc1ccc(C(=O)NC(=C(Cl)Cl)S(=O)(=O)c2ccc(Cl)cc2)cc1
0.62,-0.75,30.0,COC(=O)c1cc(=O)nc2sc(-c3cccs3)nn12

Three entries already listed, sorted by their value in SDO1 yeast rescue Rescue 24 h, falling:
canonical_smiles | SDO1 yeast rescue Rescue 24 h
CCCCCCn1c(SCC(C)C)nc2c1c(=O)[nH]c(=O)n2C | 0.36
COC(=O)c1cc(=O)nc2sc(-c3cccs3)nn12 | -0.75
CCc1ccc2[nH]c(=O)c(CN(Cc3ccccc3OC)Cc3nnnn3Cc3ccco3)cc2c1 | -0.95

Further records
SDO1 yeast rescue,SDO1 yeast rescue Rescue 24 h,INS promoter inh,structure
1.62,2.37,-20.0,O=c1oc2ccccc2cc1-c1csc(Nc2nc3c(F)cccc3s2)n1
0.05,0.77,/,COc1ccccc1N1CCN(CC(O)COc2ccc(S(=O)(=O)N3CCOCC3)cc2)CC1 (stereo not given)
/,/,-55.6,COC(=O)c1cc2n(n1)CCN(Cc1cccc(OC)c1)C2=O
0.2,0.75,-11.1,N=C1/C(=C/c2cccn2CCOc2ccccc2)C(=O)N=C2SC=C(c3ccccc3)N12
/,/,33.3,CC1CCN(C(=O)/C(=C\c2cccs2)NC(=O)c2ccccc2)CC1
0.54,0.25,32.1,CCCC(C)NC(=O)c1ccc(C2SCC(=O)N2Cc2ccco2)cc1 (stereo not given)
0.3,5.64,/,COc1ccc(CCN2C(=O)c3cccc4c(C(=O)N5CCCCC5)ccc(c34)C2=O)cc1OC
0.03,-0.36,28.6,CC(C)(C)c1[nH]nc2c1C(c1ccccc1OC(=O)N1CCOCC1)C(C#N)=C(N)O2 (stereo not given)
2.38,3.4,/,Cc1nn(C)c(C)c1S(=O)(=O)N1CCCC(C(=O)NC2CCCCCC2)C1 (stereo not given)
/,/,0.0,CCCNC(=S)N1CCCC(c2nc3ccccc3[nH]2)C1 (stereo not given)

Continued; it opens with the seven that closed the last part.
SDO1 yeast rescue,SDO1 yeast rescue Rescue 24 h,INS promoter inh,structure
0.2,0.75,-11.1,N=C1/C(=C/c2cccn2CCOc2ccccc2)C(=O)N=C2SC=C(c3ccccc3)N12
/,/,33.3,CC1CCN(C(=O)/C(=C\c2cccs2)NC(=O)c2ccccc2)CC1
0.54,0.25,32.1,CCCC(C)NC(=O)c1ccc(C2SCC(=O)N2Cc2ccco2)cc1 (stereo not given)
0.3,5.64,/,COc1ccc(CCN2C(=O)c3cccc4c(C(=O)N5CCCCC5)ccc(c34)C2=O)cc1OC
0.03,-0.36,28.6,CC(C)(C)c1[nH]nc2c1C(c1ccccc1OC(=O)N1CCOCC1)C(C#N)=C(N)O2 (stereo not given)
2.38,3.4,/,Cc1nn(C)c(C)c1S(=O)(=O)N1CCCC(C(=O)NC2CCCCCC2)C1 (stereo not given)
/,/,0.0,CCCNC(=S)N1CCCC(c2nc3ccccc3[nH]2)C1 (stereo not given)
-0.14[11.1 µM],-0.74,/,Cc1cc(NC(=O)Cn2cc(C(F)(F)F)cc(Cl)c2=O)no1
0.81,0.25,-12.9,CCOC(=O)c1cc(C)nn1-c1nc(Cl)cc(OC)n1
-0.08,-0.21,33.3,CC(C)(C)NC(=O)Cn1c(=O)c(=O)n(Cc2ccccc2)c2ccc(Cl)cc21
/,/,6.7,COc1ccc(-c2nc(-c3ccc(O)cc3O)cs2)cc1OC
-0.35,-0.34,10.0,COc1ccc(OC(C)C(=O)N2CCc3ccccc3C2)cc1 (stereo not given)
/,/,-55.0,COc1ccc(Cl)cc1NC(=S)Nc1ccccc1C
0.01,-0.86,37.5,CC(=O)c1cccc(NC(=O)Nc2cccs2)c1
0,1.16,-5.4,CCC(Oc1ccccc1)C(=O)Nc1nc2c(s1)C(=O)CC(C)(C)C2 (stereo not given)
/,/,0.0,O=S(=O)(c1cccc(-c2nnc3n2CCCCC3)c1)N1CCCC1
/,/,-48.8,CCOC(=O)Nc1ccc(S(=O)(=O)NC2CCCCC2)cc1
-0.84,-0.53,/,CCOC(=O)N1CCN(C(=O)c2cc(C)no2)CC1
-0.97,-0.85,/,CCc1ccc(C2CC(=O)NC(SCC(=O)OC(C)C)=C2C#N)cc1 (stereo not given)
1.75,1.83,/,CC(=O)Nc1ccc(C2=NN(CC#N)C(=O)SC2)cc1
0.17,-0.67,-40.0,NC(=O)COC(=O)CCCc1nc2ccccc2s1
/,/,-45.0,COc1ccc(/C=C(\NC(=O)c2ccccc2)C(=O)OC[C@@H]2CCC[N+]3(C)CCCCC23)cc1OC (stereo not given in full)
/,/,45.5,O=C(Cc1ncc(C(F)(F)F)cc1Cl)NCc1ccco1
-1.03,-1.09,3.6,Cc1ccc(NC(=O)NC(=O)N(C2CCCCC2)S(=O)(=O)c2ccccc2)cc1
0.61,2.02,/,O=C1c2ccccc2C(=O)N1CCSc1nnc(-c2ccco2)n1Cc1ccccc1
-1.08,-1.74,7.1,CCOC(=O)c1ccc(N/C=C2/CCCC(C)C2=O)cc1 (stereo not given)
/,/,-16.7,O=[N+]([O-])c1cccnc1N/N=C/c1ccccc1O
0.68,0.31,-48.1,O=C1CC(N2CCN(c3ccccc3F)CC2)C(=O)N1c1ccc2c(c1)OCCO2 (stereo not given)
-0.95,-0.07,6.7,O=[N+]([O-])c1cc(-c2nc(-c3ccncc3)no2)cc([N+](=O)[O-])c1
/,/,-107.7,CCN(CC)C(=O)Cn1cc(C(=O)C(=O)NCc2cccs2)c2ccccc21
0.05,0.15,/,CN(C)c1ccc(Nc2nc(-c3cccnc3)cs2)cc1
-0.06,-0.36,-19.4,CCCCCC(=O)Nc1c(-c2ccc(OC)cc2)c(=O)c2ccccc2n1C
3.77*,10.3*,-150.0,COc1cc(OC)c(-c2c3cc(O)c(=O)cc-3oc3cc(O)c(O)cc23)cc1OC
/,/,58.3,O=C(c1ccc(-c2nc3ccccc3s2)s1)N1CCOCC1
-0.53,-0.69,/,Cc1noc(C)c1S(=O)(=O)N1CCCC(C(=O)N2CCc3ccccc3C2)C1 (stereo not given)
-1.37,-0.16,-16.7,C/C(=N\NC(=O)c1ccc(N(C)C)cc1)c1ccc(C)cc1C
-1.41,-0.4,-88.6,Cc1cc(Cl)ccc1OCC(=O)N1CC(C)CC(C)C1 (stereo not given)
